MEX-5 binding = MEX-5 zinc finger RNA-binding disruptors – biochemical, C. elegans, fluorescence polarization, MLPCN library, primary screen | actives 0.38% (n = 300,000) | AID 1832, 2009 | MEX-5/FITC-TCR2 RNA binding; hits give low values | activity score (negative = inhibition of binding), % at 10 µM;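 active = inhibition past about -25% in most replicates, and total fluorescence under double the plate's negative control median, limit read from the data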;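 also: 0% = DMSO and -100% = 5 µM competing unlabeled TCR2 RNA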
PME-1 primary = PME-1 inhibitors via competitive probe labeling, primary screen, biochemical, fluorescence polarization, FP-Rh probe, HTS. actives 0.53% (n = 320,000). inhibition, % at 5.9 µM. recombinant PME-1. Protein phosphatase methylesterase 1 (Homo sapiens), Q9Y570;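 active = inhibition above the campaign mean of all compounds plus 3 SD, cut at about 26% in these data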;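 also: competitive labeling of PME-1 active site by serine hydrolase directed probe; 0% = PME-1 with DMSO and 100% = wells lacking PME-1 enzyme; inhibitors block probe labeling so polarization falls and inhibition rises; many of its hits are not listed in these tables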
GLD-1 RNA inh = GLD-1/TGE RNA complex disruptors, primary screen, biochemical, fluorescence polarization. actives 0.44% (n = 320,000). inhibition, % at 5.96 µM. Female germline-specific tumor suppressor gld-1 (Caenorhabditis elegans), Q17339. purified GLD-1 + fluorescein TGE RNA;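 active = percent inhibition above a per-plate cutoff, the plate mean of test compounds plus 3 SD, cut at about 30% in these data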;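 also: 0% = DMSO wells with GLD-1 and probe and 100% = wells lacking GLD-1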
Target sequence (Q17339 whole entry, looked up): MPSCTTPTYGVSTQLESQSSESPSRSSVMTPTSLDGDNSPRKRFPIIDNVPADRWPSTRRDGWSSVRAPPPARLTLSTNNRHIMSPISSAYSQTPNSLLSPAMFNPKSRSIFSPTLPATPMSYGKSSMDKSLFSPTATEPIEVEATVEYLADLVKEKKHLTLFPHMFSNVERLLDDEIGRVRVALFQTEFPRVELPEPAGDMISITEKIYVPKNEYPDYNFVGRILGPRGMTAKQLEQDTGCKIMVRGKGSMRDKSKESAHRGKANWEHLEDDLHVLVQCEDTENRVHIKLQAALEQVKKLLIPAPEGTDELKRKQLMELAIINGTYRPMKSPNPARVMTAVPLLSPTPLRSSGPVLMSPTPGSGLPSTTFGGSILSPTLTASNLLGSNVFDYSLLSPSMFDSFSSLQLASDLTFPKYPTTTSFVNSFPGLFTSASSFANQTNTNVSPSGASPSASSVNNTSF
MCL1 BIM primary = inhibitors of MCL1 binding to BIM-BH3, primary screen, biochemical, fluorescence polarization; actives 0.68% (n = 320,000); inhibition, % at 10.9 µM; GST-MCL1 / FITC-Bim-BH3 fluorescence polarization;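 active = inhibition above the mean inhibition of all tested compounds plus 3 SD, set per campaign, cut at about 40% in these data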;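 also: 0% = DMSO wells and 100% = unlabeled Bim-BH3 peptide control; higher means more loss of mP so more displacement of Bim peptide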
Fam108B counter = mouse Fam108B serine hydrolase inhibitors, primary screen, counter-screen for RBBP9 inhibitor project, biochemical, fluorescence polarization. recombinant Fam108B, FP-Rh probe fluorescence polarization. inhibition, % at 9.51 µM. actives 0.33% (n = 300,000). AID 1947, 2009;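 active = inhibition above the screen mean inhibition plus 3 SD, computed separately per campaign, cut at about 18% in these data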;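 also: inhibitors lower polarization as less probe binds the enzyme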
GSTO1 inh = inhibitors of recombinant GSTO1, primary screen, counter-screen for RBBP9 inhibitor project, biochemical, fluorescence polarization | actives 1.1% (n = 300,000) | Glutathione S-transferase omega-1 (Homo sapiens), P78417 | AID 1974, 2009 | inhibition, % at 5.96 µM | activity-based probe fluorescence polarization;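 active = inhibition above the campaign mean inhibition plus 3 SD, cut at about 35% in these data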;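 also: 0% = GSTO1-1 with DMSO and 100% = wells lacking GSTO1-1 enzyme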
Target sequence (P78417 whole entry, looked up): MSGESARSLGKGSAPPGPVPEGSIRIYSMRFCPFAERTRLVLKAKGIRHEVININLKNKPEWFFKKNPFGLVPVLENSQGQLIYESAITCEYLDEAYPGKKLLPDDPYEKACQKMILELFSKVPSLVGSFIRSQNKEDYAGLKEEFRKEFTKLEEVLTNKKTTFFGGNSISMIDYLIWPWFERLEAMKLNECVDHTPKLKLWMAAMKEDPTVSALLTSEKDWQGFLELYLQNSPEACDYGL
Bcl-xL primary = inhibitors of human Bcl-xL, primary screen, biochemical, fluorescence polarization, HTS; actives 0.7% (n = 320,000); GST-Bcl-xL / FITC-Bim BH3 peptide fluorescence polarization; inhibition, % at 10.9 µM; AID 2129, 2009;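 active = inhibition above the mean of all tested compounds plus 3 SD, cutoff set per campaign, cut at about 30% in these data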;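 also: 0% = DMSO wells and 100% = unlabeled Bim-BH3 peptide competitor; inhibitors lower millipolarization by displacing the labeled peptide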
Target sequence (Q07817 whole entry, looked up): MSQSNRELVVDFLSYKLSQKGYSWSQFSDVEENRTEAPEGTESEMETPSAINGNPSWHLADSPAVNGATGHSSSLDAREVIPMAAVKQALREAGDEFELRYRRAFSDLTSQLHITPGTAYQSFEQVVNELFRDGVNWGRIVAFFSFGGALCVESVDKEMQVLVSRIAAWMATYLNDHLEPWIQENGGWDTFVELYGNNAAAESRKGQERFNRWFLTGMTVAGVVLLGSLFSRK
TPT1 inhibitor = Candida albicans TPT1 enzyme inhibitors, primary screen, biochemical, fluorescence polarization; tRNA 2'-phosphotransferase TPT1 (Candida albicans SC5314); recombinant caTPT1, FP RNA substrate dephosphorylation; inhibition, % at 5 µM; actives 0.81% (n = 300,000); AID 1962, 2009;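 active = inhibition above the mean of all tested compounds plus 3 SD, set per screening campaign, cut at about 24% in these data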;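 also: plate controls were DMSO alone for no effect and ferristatin control at 100 nM for full effect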
PAD4 FP inh = human PAD4 inhibitors, primary screen, biochemical, fluorescence polarization, 1536-well format; recombinant PAD4, RCA probe fluorescence polarization; inhibition, % at 6.36 µM; actives 0.41% (n = 330,000);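 active = percent inhibition above a cutoff equal to the mean of all tested compounds plus 3 SD, cut at about 15% in these data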;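 also: 0% = PAD4 with RCA probe and DMSO and 100% = probe without PAD4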
* = called active by the depositor; nt = not tested or not shown.

SMILES	MEX-5 binding	PME-1 primary	GLD-1 RNA inh	MCL1 BIM primary	Fam108B counter	GSTO1 inh	Bcl-xL primary	TPT1 inhibitor	PAD4 FP inh
COc1ccc(N2CCN(Cc3nc4c(c(=O)[nH]c(=O)n4C)n3CCCc3ccccc3)CC2)cc1	nt	-4	-7	-8	-2	-7	0	2	-2
COc1ccccc1NC(=O)CCc1nnc2ccc(N3CCC4(CC3)OCCO4)nn12	0.3	-4	-3	0	6	0	3	-1	1
CCCOc1c(Cl)cc(/C=N/O)cc1OCC	4.9	-5	-3	-10	-1	2	-3	-1	3
Cc1ccc(/C=C2/SC(=S)N(C3CCCCC3)C2=O)o1	-0.6	-11	0	24	6	-1	14	15	-5
COc1ccc(C(=O)Nc2ccc(NC(=O)c3ccccc3OC)nc2)cc1	-2.1	-18	-8	5	-8	2	4	-4	5
CN(CCc1ccccn1)C(=S)Nc1ccc(Cl)cc1Cl	-3.3	-1	2	5	1	19	2	0	-2
O=C(c1cccc(-n2cccc2)c1)N1CCN(S(=O)(=O)c2c(F)cccc2F)CC1	4.0	2	5	15	-2	5	3	-1	1
O=C(OCc1ccccn1)C1CCN(C(=O)c2ccc(Cl)cc2)CC1	-2.1	-2	1	-8	-1	12	0	0	0
COc1ccc(NC(=O)CCN2CCN(S(=O)(=O)c3cc(Cl)ccc3Cl)CC2)cc1	-1.5	10	-7	6	-3	3	8	-3	-2
COc1ccc(N2CCN(C(CNC(=O)C(=O)NCCCn3ccnc3)c3cccnc3)CC2)cc1 (configuration not stated)	0.2	1	-2	4	-1	8	7	-7	-2
C[C@H](NC(=O)OC(C)(C)C)c1nnc(SCC(=O)Nc2cccc(Cl)c2)o1	0.8	4	1	2	-1	0	4	-4	-1
c1ccc(CCNC2=NCCCS2)cc1	-0.3	1	7	6	4	11	8	-11	0
CCCCc1c(C)nc2ccccc2c1SCCC(=O)O	-1.9	2	9	10	0	-52	4	0	0
CC(=O)Nc1ccc(NC(=O)c2ccc(N(C)S(=O)(=O)c3ccc(C)cc3)cc2)cc1	2.1	2	-1	7	3	-1	1	-2	1
COCCn1c(=NC(=O)/C=C/c2cccs2)sc2cc(NC(C)=O)ccc21	-9.6	2	-9	-2	-4	-7	5	1	-3
CC(=O)CCc1c(C)[nH]c2ccccc2c1=O	-1.3	6	-6	3	4	2	11	-3	-5
COc1ccc(C2CC(c3ccccc3)=NN2C(=O)COC(=O)c2cc(S(=O)(=O)N3CCOCC3)ccc2Cl)cc1 (configuration not stated)	1.1	0	-3	-14	-2	-4	-4	3	1
CCCCC1S/C(=N/N=C/c2ccc(OC)cc2)N(Cc2ccc(OC)cc2)C1=O (configuration not stated)	1.4	-3	4	-3	1	-2	-1	-5	6
Cn1ncc(Cl)c1C(=O)Nc1ccncc1	-7.5	-4	0	-5	-11	0	-4	3	-5
C=CCn1c(SCn2nnc3ccccc3c2=O)nc2scc(-c3cccs3)c2c1=O	3.2	5	1	5	-2	0	2	-3	7
CN1CCN(CCOc2cccc(Cl)c2)CC1	2.5	-5	-1	1	-2	3	2	0	-2
CCN(c1ccccc1)S(=O)(=O)c1cc(NC(=O)COC(=O)C2CC2)ccc1Cl	-0.6	2	1	-7	-3	-8	-9	-1	0
COC(=O)COc1ccc2cc(-c3ccccc3)c(=O)oc2c1	1.2	-2	1	1	2	5	3	-4	-2
CCN(CC)c1cccc(OC(=O)c2cccnc2Cl)c1	-2.3	-1	3	-5	3	3	0	1	0
Cn1c(SCC(=O)Nc2ccc(NC(=O)c3cccc(F)c3)cc2)nnc1-c1ccncc1	-2.1	5	-3	4	-4	-5	3	-2	-3
CCN1C(=O)[C@H]2[C@@H](c3ccc(C)cc3)N3C(=O)N(c4cccc(Cl)c4)C(=O)[C@@]3(CC(C)C)[C@H]2C1=O	-0.2	4	7	-2	-7	-1	-6	-5	-4
Cc1ccnc(NC(=O)C2CCN(S(=O)(=O)c3ccc4c(c3)CC(C)N4C(=O)C3CCC3)CC2)c1 (configuration not stated)	-0.4	1	2	1	0	-2	1	0	-5
CC(Oc1ccc(-c2ccccc2)c(F)c1)c1ccn(S(=O)(=O)c2ccc(Br)cc2)n1 (configuration not stated)	1.2	-3	-2	3	-4	0	9	1	0
CCOCCCNC(=O)c1ccc(OC2CCN(C(C)=O)CC2)c(OC)c1	-1.2	-2	-1	5	-1	0	0	-2	4
COc1ccc(OCCSc2nnc(-c3ccc(OC)cc3)n2N)cc1	0.0	-2	5	5	4	3	1	-1	5
CC(C)(C)OC(=O)N1CCC[C@H]1c1nnc(SCc2ccccc2F)o1	3.9	2	6	-9	1	-13	-8	0	-8
O=C(c1ccccc1[N+](=O)[O-])N1CCN(c2ccc(N3CCOCC3)nn2)CC1	-1.4	-7	0	-4	1	2	4	-3	-5
CN1C[C@@H]2C(c3ccccc3)C3(c4ccccc4)CC2(C3)[C@H]1c1ccccc1 (some centres not stated)	3.5	-2	-2	6	1	7	1	-2	1
O=C(NCCc1ccc2c(c1)OCCO2)c1cccc(S(=O)(=O)N2CCCC2)c1	nt	6	-2	-15	nt	nt	-4	nt	0
O=C(CCS(=O)(=O)c1ccccc1)Nc1nc(-c2cccs2)cs1	3.6	0	-2	-4	-4	25	0	3	-2
Cn1c(=O)c2c(ncn2CC(=O)Nc2ccc(N3CCOCC3)cc2)n(C)c1=O	-2.5	1	9	9	-1	5	0	0	-5
Cc1c(N2C(=O)/C(=C3/C(=O)N(C)c4ccccc43)SC2=S)c(=O)n(-c2ccccc2)n1C	nt	5	3	16	-3	4	16	1	2
CCc1nnc(NC(=O)CSc2nc(C)cc(C)c2C#N)s1	0.8	5	-1	4	-1	24	8	0	-2
COc1ccc(C(=O)Nc2ccccc2C(=O)N/N=C/c2ccccc2OC)cc1	-2.4	-40	2	-6	-26	-7	-4	-1	-1
Cc1ccc(S(=O)(=O)NCCC(=O)Nc2cc(S(=O)(=O)N(C)C)ccc2C)cc1C	-1.0	8	6	8	0	6	5	-2	-3

An excerpt of these results, field by field.
> CC(Oc1ccc(-c2ccccc2)c(F)c1)c1ccn(S(=O)(=O)c2ccc(Br)cc2)n1 (configuration not stated)
  MEX-5 binding: 1.2	PME-1 primary: -3	GLD-1 RNA inh: -2	MCL1 BIM primary: 3	Fam108B counter: -4	GSTO1 inh: 0	Bcl-xL primary: 9	TPT1 inhibitor: 1	PAD4 FP inh: 0
> CCOCCCNC(=O)c1ccc(OC2CCN(C(C)=O)CC2)c(OC)c1
  MEX-5 binding: -1.2	PME-1 primary: -2	GLD-1 RNA inh: -1	MCL1 BIM primary: 5	Fam108B counter: -1	GSTO1 inh: 0	Bcl-xL primary: 0	TPT1 inhibitor: -2	PAD4 FP inh: 4

Going on with the list.
SMILES	MEX-5 binding	PME-1 primary	GLD-1 RNA inh	MCL1 BIM primary	Fam108B counter	GSTO1 inh	Bcl-xL primary	TPT1 inhibitor	PAD4 FP inh
Cc1cccc(S(=O)(=O)Nc2cccc3c2C(=O)c2ccccc2-3)c1	3.0	-2	24	5	-1	-11	8	12	0
Cc1cc(=O)[nH]c(Nc2ccc(N(C)C)cc2)n1	-1.5	-1	-1	5	-2	7	12	1	1
COC(=O)Cc1ccc(NC(=S)NCc2ccc(OC)cc2)cc1	2.4	5	2	6	7	4	5	-3	0
Cc1ccc(CN2CC(C(=O)N3CCN(S(=O)(=O)c4ccc(C(C)C)cc4)CC3)CC2=O)cc1 (configuration not stated)	-0.7	21	6	2	5	-1	-2	-2	-3
CCc1ccc(OCc2nc(-c3ccccn3)no2)c(Br)c1	-1.7	2	2	4	1	-1	-2	0	1
CC(=O)N(/N=C1\Sc2ccccc2C1=O)c1ccc(C)cc1C	0.0	-8	23	33	-1	23	22	-8	-44
COc1cc(CN2CCCC(C(=O)c3ccccc3SC)C2)cc(OC)c1 (configuration not stated)	2.3	4	4	10	-3	4	6	-5	7
NCCOc1ccccc1OCCN	-0.4	2	7	-2	8	-4	-2	-1	-5
Cc1ccc(/C=N/NC(=O)Cn2nc(C)c([N+](=O)[O-])c2C)o1	0.9	4	-8	1	-2	2	1	-2	2
CC1=CC(C)(C)N(C(=O)c2ccccc2)c2ccccc21	0.4	-3	-4	1	-3	1	-1	0	-2
O=C(CSc1ccccn1)c1ccc(F)cc1	-1.6	5	-2	10	5	6	9	-1	2
CCOC(=O)c1ccc2c(c1)NCc1cccc(OC)c1O2	-2.9	4	1	-3	1	2	8	-1	-3
COC(=O)CSc1nc2ccc(C)cc2cc1C#N	0.9	10	-26	7	-1	9	20	0	-4
CN(C)Cc1nc2ccccc2c(=O)n1Cc1nc(-c2cc3ccccc3o2)cs1	-2.0	4	-1	-7	1	-5	0	8	2
CN(C)N1C(N)=C(C#N)C(c2ccc(F)cc2)C2=C1CC(C)(C)CC2=O (configuration not stated)	0.8	1	-1	3	3	0	-1	-1	2
CC1CCCCC1NC(=O)CCNS(=O)(=O)c1cc(Br)cnc1N (configuration not stated)	-1.2	1	5	1	0	6	9	0	-5
Cc1nc2ccc(F)cc2cc1C(=O)Nc1cccc(Cl)c1C	-2.4	4	0	-4	-1	2	4	0	-1
O=C(NC1CC1)C1CCN(C(=O)c2ccc(Cl)cc2)CC1	-2.1	-8	1	2	-1	-6	3	-1	-1
O=C(N=C1SC2CS(=O)(=O)CC2N1c1ccc(Br)cc1Cl)C1CC1 (configuration not stated)	-3.2	-3	4	-2	-2	-5	-1	2	-1
Cc1ccc2c(c1)N(S(=O)(=O)c1ccc(CN3C(=O)c4cccnc4C3=O)cc1)CCO2	2.2	-4	-2	3	2	4	3	1	4
Cn1cccc1C(=O)C(=O)Nc1ccc(Cl)cc1	-0.8	2	2	6	-5	1	1	-2	-7
Cc1[nH]nc2c1C(c1ccsc1C)C(C#N)=C(N)O2 (configuration not stated)	-0.4	-4	7	-1	-1	11	1	-3	-2
Cc1cc(C(=O)OC(C)C(=O)NC2CCCCC2C)c(C)o1 (configuration not stated)	0.6	-1	4	-5	2	1	1	-2	0
CCOC(=O)c1ccc(-c2ccc3c(=O)c4ccccc4n(C)c3c2)cc1F	-0.4	-14	-2	-2	-6	3	4	-3	-7
O=C(c1ccc(OC2CCN(C/C=C/c3ccc(F)cc3)CC2)cc1)N1CCCC1	-3.5	1	3	-1	1	0	7	2	3
COc1ccc(CN2C(=O)c3ccccc3C2C(=O)NC2CCCC2)c(OC)c1 (configuration not stated)	1.9	6	2	5	-2	5	-1	1	-2
O=C(Cn1cnc2c(nnn2-c2ccccc2)c1=O)NCc1ccc(F)cc1	-1.2	-6	1	-17	-2	2	-13	0	-4
O=C(O)c1ccccc1C(=O)OCCCCOC(=O)c1ccccc1C(=O)O	-1.7	-4	9	-3	-1	7	1	1	-4
COc1cc(C(=O)Nc2ccc3c(c2)CCN3C(C)=O)cc(OC)c1OC	0.2	-6	6	-2	0	1	1	-1	2
CCc1nc(SCC(=O)NCCc2ccccc2)c2oc3ccccc3c2n1	0.3	6	3	2	-3	-4	7	-2	-2

Not all compounds are listed (hit frequency here may not be typical).
